PAFAH1B2 FP inh: PAFAH1B2 enzyme inhibitors, primary screen, biochemical, fluorescence polarization, human; Platelet-activating factor acetylhydrolase IB subunit alpha2 (Homo sapiens), P68402; recombinant PAFAH1B2, FP-rhodamine activity probe; inhibition, % at 3.39 µM; hit rate 1.2% among 340,000; AID 492953, 2010;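 active = inhibition above the mean of all tested compounds plus 3 SD, cut at about 24% in these data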;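 note: 0% = enzyme with DMSO and 100% = wells lacking PAFAH1B2; many of its hits are not listed in these tables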
Target sequence (P68402 whole entry, looked up): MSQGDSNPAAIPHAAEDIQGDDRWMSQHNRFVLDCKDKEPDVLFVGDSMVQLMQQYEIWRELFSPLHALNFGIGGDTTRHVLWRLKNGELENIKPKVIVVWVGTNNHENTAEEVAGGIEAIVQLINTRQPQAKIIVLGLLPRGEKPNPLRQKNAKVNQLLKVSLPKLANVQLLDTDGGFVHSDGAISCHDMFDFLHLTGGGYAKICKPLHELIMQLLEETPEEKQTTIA
PME-1 inh: PME-1 inhibitors via competitive probe labeling, primary screen, biochemical, fluorescence polarization, FP-Rh probe, HTS; recombinant PME-1; hit rate 0.53% among 320,000; AID 2130, 2009; inhibition, % at 5.9 µM;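 active = inhibition above the campaign mean of all compounds plus 3 SD, cut at about 26% in these data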;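 note: competitive labeling of PME-1 active site by serine hydrolase directed probe; 0% = PME-1 with DMSO and 100% = wells lacking PME-1 enzyme; inhibitors block probe labeling so polarization falls and inhibition rises; many of its hits are not listed in these tables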
AHR activator: AHR activators, primary screen, cell-based, luminescence, luciferase reporter, human; AHR-responsive luciferase reporter cells; activation, % at 5 µM; hit rate 2.5% among 320,000; AID 2796, 2010; in the data active = activation above about 47%;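 note: 0% = vehicle wells and 100% = reference agonist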
MEX-5 binding: MEX-5 zinc finger RNA-binding disruptors – biochemical, C. elegans, fluorescence polarization, MLPCN library, primary screen | hit rate 0.38% among 300,000 | Zinc finger protein mex-5 (Caenorhabditis elegans), Q9XUB2 | MEX-5/FITC-TCR2 RNA binding; active compounds read low | activity score (negative = inhibition of binding), % at 10 µM;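 active = inhibition past about -25% in most replicates, and total fluorescence under double the plate's negative control median, limit read from the data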;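 note: 0% = DMSO and -100% = 5 µM competing unlabeled TCR2 RNA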
Target sequence (Q9XUB2 whole entry, looked up): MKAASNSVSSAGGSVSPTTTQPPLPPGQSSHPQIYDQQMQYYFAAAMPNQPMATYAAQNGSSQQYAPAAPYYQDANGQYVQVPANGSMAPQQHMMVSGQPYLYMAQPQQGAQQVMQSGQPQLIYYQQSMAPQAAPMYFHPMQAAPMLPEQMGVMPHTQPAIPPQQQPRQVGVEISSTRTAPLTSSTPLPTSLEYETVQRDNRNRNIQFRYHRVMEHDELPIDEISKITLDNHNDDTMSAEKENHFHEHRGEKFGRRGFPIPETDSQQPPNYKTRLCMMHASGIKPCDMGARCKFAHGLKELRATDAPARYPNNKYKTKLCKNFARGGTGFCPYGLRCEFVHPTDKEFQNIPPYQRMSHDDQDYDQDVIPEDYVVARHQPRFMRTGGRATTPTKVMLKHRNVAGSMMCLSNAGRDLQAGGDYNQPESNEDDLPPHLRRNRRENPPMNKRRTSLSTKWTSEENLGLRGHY
GLD-1 RNA inh: GLD-1/TGE RNA complex disruptors, primary screen, biochemical, fluorescence polarization. hit rate 0.44% among 320,000. purified GLD-1 + fluorescein TGE RNA. AID 2280, 2010. inhibition, % at 5.96 µM. Female germline-specific tumor suppressor gld-1 (Caenorhabditis elegans), Q17339;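 active = percent inhibition above a per-plate cutoff, the plate mean of test compounds plus 3 SD, cut at about 30% in these data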;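 note: 0% = DMSO wells with GLD-1 and probe and 100% = wells lacking GLD-1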
pPAFAH inh: pPAFAH enzyme inhibitors, primary screen, biochemical, fluorescence polarization, human | inhibition, % at 3.39 µM | recombinant pPAFAH, FP-rhodamine probe fluorescence polarization | hit rate 1.5% among 330,000 | AID 463082, 2010;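 active = inhibition above the mean inhibition across the screen plus 3 SD, cut at about 25% in these data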;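 note: inhibitors block binding of the rhodamine activity-based probe so polarization drops; 0% = enzyme with DMSO and 100% = wells lacking pPAFAH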
Fam108B counter: mouse Fam108B serine hydrolase inhibitors, primary screen, counter-screen for RBBP9 inhibitor project, biochemical, fluorescence polarization | recombinant Fam108B, FP-Rh probe fluorescence polarization | inhibition, % at 9.51 µM | hit rate 0.33% among 300,000 | AID 1947, 2009;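 active = inhibition above the screen mean inhibition plus 3 SD, computed separately per campaign, cut at about 18% in these data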;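 note: inhibitors lower polarization as less probe binds the enzyme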
MCL1-BIM inh: inhibitors of MCL1 binding to BIM-BH3, primary screen, biochemical, fluorescence polarization; hit rate 0.68% among 320,000; inhibition, % at 10.9 µM; GST-MCL1 / FITC-Bim-BH3 fluorescence polarization;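 active = inhibition above the mean inhibition of all tested compounds plus 3 SD, set per campaign, cut at about 40% in these data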;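 note: 0% = DMSO wells and 100% = unlabeled Bim-BH3 peptide control; higher means more loss of mP so more displacement of Bim peptide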
Bcl-xL primary: inhibitors of human Bcl-xL, primary screen, biochemical, fluorescence polarization, HTS; Bcl-2-like protein 1 (Homo sapiens), Q07817; GST-Bcl-xL / FITC-Bim BH3 peptide fluorescence polarization; inhibition, % at 10.9 µM; hit rate 0.7% among 320,000; AID 2129, 2009;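 active = inhibition above the mean of all tested compounds plus 3 SD, cutoff set per campaign, cut at about 30% in these data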;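 note: 0% = DMSO wells and 100% = unlabeled Bim-BH3 peptide competitor; inhibitors lower millipolarization by displacing the labeled peptide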
Target sequence (Q07817 whole entry, looked up): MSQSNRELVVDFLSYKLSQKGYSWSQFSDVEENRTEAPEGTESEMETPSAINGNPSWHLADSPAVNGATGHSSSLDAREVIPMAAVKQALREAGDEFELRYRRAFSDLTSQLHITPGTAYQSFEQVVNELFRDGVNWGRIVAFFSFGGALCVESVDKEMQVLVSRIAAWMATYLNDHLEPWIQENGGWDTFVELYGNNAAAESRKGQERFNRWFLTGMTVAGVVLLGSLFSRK
The depositor's hits bear a star; . = not tested or not shown. Not all compounds are listed (hit frequency here may not be typical).

SMILES	PAFAH1B2 FP inh	PME-1 inh	AHR activator	MEX-5 binding	GLD-1 RNA inh	pPAFAH inh	Fam108B counter	MCL1-BIM inh	Bcl-xL primary
Cc1cccc(OCC(=O)Nc2ccc3c(c2)OCO3)c1C	0	3	10	-3.4	2	9	5	1	10
COc1cc2c(cc1N/C=C(\C#N)c1nc(-c3ccc(F)cc3)cs1)oc1ccccc12	-9	6	9	-20	1	3	-2	-1	5
C=C(C)CNC(=S)NNC(=O)c1ccco1	3	1	4	-0.5	4	-5	-3	1	6
COc1ccccc1-c1nnc(SCC(=O)Nc2c(Cl)cccc2Cl)o1	4	-5	80*	-0.7	-3	-1	1	-4	4
COc1cccc(C(c2nnnn2CCc2ccccc2)N2CCN(c3ccccc3)CC2)c1OC (stereo not given)	3	0	0	-0.5	1	2	-1	4	4
NC(=O)COC(=O)c1cc(Cl)cc(Cl)c1N	4	-2	0	-0.1	-9	4	-4	-2	-5
CC1=C(C(=O)OC(C)C)C(c2ccc(Br)s2)NC(=O)N1 (stereo not given)	1	2	1	1.2	2	2	-1	7	6
COc1ccc2cc3cc(C(=O)Nc4ccccc4N4CCN(C)CC4)oc3nc2c1	2	-2	17	-1.1	-3	-4	-9	5	2
CC(Sc1nnc(C2CC2)n1C)C(=O)Nc1ccc2c(c1)CCC2 (stereo not given)	4	-3	0	.	4	-1	.	0	3
COC(=O)c1cc(NS(=O)(=O)c2ccc(NCc3cccnc3)c(N)c2)cc(C(=O)OC)c1	5	-1	6	0.2	7	13	4	1	-3
CCN(CC)CCNC(=O)C1c2cc(OC)c(OC)cc2C(=O)N2CCc3ccccc3C12 (stereo not given)	-1	-3	14	.	-1	-1	3	-4	2
O=C(NC1CC2CCC1C2)c1ccc(CN2CCOCC2)cc1 (stereo not given)	3	-6	6	-1.5	1	-5	0	3	5
COc1ccc(OCc2cc(C(=O)NCc3nc(C)cs3)no2)c(Cl)c1	2	-2	11	1.1	-3	-1	-3	1	2
COc1ccc(-c2cc(C)nc3nc(N)nn23)cc1	6	2	-1	1.3	-6	5	0	-1	1
CCOc1ccc(Nc2n[nH]c(=S)s2)cc1	1	-3	15	-1.4	-1	5	3	2	17
Nc1nc(Nc2ccccc2)nc(N2CCOCC2)c1[N+](=O)[O-]	0	4	27	0.3	4	2	1	0	0
Cc1ccc(S(=O)(=O)N(C)c2ccc3c(ncn3C)c2[N+](=O)[O-])cc1	3	4	2	0.9	-1	18	2	0	3
Cc1cccc(C)c1OCc1cc(C(=O)N2CCN(c3ccccc3)CC2C)no1 (stereo not given)	7	2	-2	-0.5	-2	4	0	5	8
CC1(C)CC(=O)C=C(Nc2cccc(Cl)c2Cl)C1	7	2	-1	-0.5	2	5	1	4	4
CCOC(=O)Cc1csc(NC(=O)/C=C/c2ccc(Cl)cc2)n1	8	-2	4	-7.4	1	1	-6	0	2
COc1cccc(C2C(C#N)=C(N)N(N(C)C)C3=C2C(=O)CC(C)(C)C3)c1OC (stereo not given)	2	2	-1	0.1	-7	-2	8	4	4
CCOC(=O)c1cc(NC(=O)NCc2ccco2)c(C)nc1C	3	3	2	-1.1	-4	5	1	2	6
CC1CCN(C(=O)CN(c2ccc(Oc3ccccc3)cc2)S(C)(=O)=O)CC1	3	-12	-2	-0.4	3	8	-1	6	4
Cc1cc(NC(=O)CN2CCCCC2)no1	1	-4	0	-1.3	-2	5	0	-3	-3
COc1cc(C(C#N)N2CCOCC2)ccc1O (stereo not given)	-1	3	-1	.	9	-2	-3	9	3
Cc1[nH]c2ccccc2c1C(=O)COc1ccccc1F	0	1	63*	-1.4	4	0	-5	-8	-3
Cc1ccc(Cn2c(O)c(N=O)c3ccccc32)cc1	-9	-33	0	0.1	-3	-13	-15	16	9
COc1ccc(Cl)cc1C(=O)NCC(=O)OCc1ccccc1	-1	-7	7	-0.8	3	-5	2	4	3
O=C(CN1C(=O)NC2(CCCCC2)C1=O)Nc1ccccc1N1CCCC1	3	0	2	-2.5	1	1	5	7	3
O=C(NC1CCCC1)C1CCN(c2nccs2)CC1	4	-4	3	-0.8	10	-4	-2	14	10
CCCCn1c(=O)c(CCC(=O)OCC(=O)NCc2ccc(OC)c(OC)c2)nc2ccccc21	-1	-2	0	-3.8	5	9	3	5	-3
Cc1ccc(N2CC(C(=O)OCC(=O)Nc3ccc(Cl)cc3)CC2=O)cc1 (stereo not given)	-2	0	0	.	3	9	.	-3	-1
CC(=O)COc1ccc2oc(=O)cc(-c3cc4ccccc4o3)c2c1	1	0	14	1.0	1	7	-6	-1	1
CN1CCN(c2cc(-c3cc(O)c4ncccc4c3)ccn2)CC1	11	1	12	.	1	0	.	3	5
COc1ccc(S(=O)(=O)Nc2cccc(F)c2)cc1C	-3	1	2	1.3	-1	27*	-1	6	1
CCN(C(=O)COC(=O)c1cccc(S(=O)(=O)N(CC)CC)c1)C1CCS(=O)(=O)C1 (stereo not given)	-1	-5	-1	-0.1	2	-10	-3	1	-11
CC(C)COc1ccc(/C(=N/O)c2ccccc2)cc1	5	-5	0	-3.6	2	9	-7	8	5
CC(=O)Nc1ccc(S(=O)(=O)N2CCC(C(=O)Nc3nccs3)CC2)cc1	-1	-9	-2	0.6	-1	5	0	0	1
Cc1cc(C(=O)COC(=O)C2=NNC(=O)CC2)c(C)n1-c1cccc(C(F)(F)F)c1	1	-6	2	-0.4	3	3	2	-1	-1
O=C(COC(=O)c1cc(-c2ccccn2)nc2ccccc12)Nc1ncc(C(F)(F)F)cc1Cl	2	4	6	-1.1	2	1	-2	-6	-6
COc1ccccc1C(=O)NCCC(=O)N(C)CC(=O)Nc1ccc(C)cc1	2	0	-2	-1.6	8	6	-5	-10	0
Cc1cc(Nc2ccccc2)nc(N2CCOCC2)n1	-6	5	25	-2.5	5	6	2	4	3
O=[N+]([O-])c1cccc(/C=C/c2ccncc2)c1	8	-4	0	-1.7	-8	-1	-4	5	1
CCOP(=O)(OCC)C(NC(=O)/C=C/c1ccc(OC)cc1)c1ccccc1 (stereo not given)	2	3	3	0.7	-4	-1	2	0	1
O=C(NCC1OCCc2ccccc21)c1ccc(NC(=O)c2ccc(Cl)cc2Cl)cc1 (stereo not given)	-2	-15	0	2.4	-1	5	-18	6	2
COc1ccc2nc(CNC(=O)C3CCC(=O)N(CCc4ccccc4)C3)[nH]c2c1 (stereo not given)	-3	7	-1	-3.1	0	3	0	1	-1
COc1ccc(C=O)cc1CSc1nnc(COc2cccc3cccnc23)o1	1	7	0	1.5	-2	-2	-3	-5	-2
COc1ccc(CN2CC[C@H]3C=CC[C@@H](C(=O)N4CCOCC4)[C@H]3C2=O)cc1OC	3	0	2	-0.8	2	3	4	5	4
O=C1C=C(Nc2ccc(Cl)cc2)CC(c2ccco2)C1 (stereo not given)	2	5	7	0.5	6	14	2	3	6
Cc1ccc(S(=O)(=O)N2Cc3ccccc3CC2C(=O)Nn2cnnc2)cc1 (stereo not given)	3	-3	1	1.4	-6	7	3	1	5
CC(C)(C)NC(=O)C(=O)NNC(=O)c1cccc(F)c1	3	4	4	-1.1	-1	3	2	-2	-4
Cc1cnc(NC(=O)CSc2nnc(-c3ccccc3)o2)s1	-2	-2	4	-2.2	4	-1	2	-5	-1
COc1ccc(Nc2nc(-c3ccccc3F)nc3ccccc23)cc1OC	3	-4	15	-2.3	11	22	10	0	0
O=C(Nc1ccc(F)cc1)N1CCCN(c2nccc(C(F)(F)F)n2)CC1	6	-5	-8	-4.8	7	-4	-2	0	3
N#CC1(c2ccccc2)CCCN1C(=O)c1ccc(Br)cc1 (stereo not given)	1	-2	1	-0.3	2	2	3	3	3
Cc1oc(-c2ccc(Cl)cc2)nc1CS(=O)CC(=O)NC1CC1 (stereo not given)	6	2	0	-0.3	7	3	1	2	3
CCOC(=O)c1sc2nc(C)nc(NCc3ccc(Cl)cc3)c2c1C	2	-16	12	-0.1	7	-7	-10	0	2
c1ccc2[nH]c(CSc3nccs3)nc2c1	2	3	10	2.2	-2	0	0	-2	7
O=C(NCC(=O)N(c1cccc(F)c1)C(C(=O)NC1CCCC1)c1ccncc1)c1ccco1 (stereo not given)	2	8	1	0.9	4	2	-1	2	2
COC(=O)c1oc2ccccc2c1NC(=O)CN1CCCC1	-2	0	54*	-2.2	8	7	2	7	5
Further entries follow.
SMILES	PAFAH1B2 FP inh	PME-1 inh	AHR activator	MEX-5 binding	GLD-1 RNA inh	pPAFAH inh	Fam108B counter	MCL1-BIM inh	Bcl-xL primary
COc1ccc(Nc2cc(C(=O)NCCCN3CCN(C)CC3)c3ccccc3n2)cc1	2	1	2	-2.1	2	-4	3	-2	0
O=C(NCCCn1ccnc1)/C(=C\c1cccs1)NC(=O)c1cccs1	3	-4	3	1.0	1	-2	-2	1	0
COc1ccc(C(=O)CN2CCN(c3ccc(F)cc3)CC2)cc1	3	-1	1	-2.6	-2	0	2	1	5
Cc1cccc(Nc2nc(N)nc(CN3CCC(C(N)=O)CC3)n2)c1C	0	-4	-1	2.1	-6	4	8	3	2
N#CCCN(CCC#N)S(=O)(=O)c1ccc(C(=O)Nc2nnc(C3=COCCO3)o2)cc1	-3	6	-3	0.0	-10	-1	-1	-3	-8
c1ccc(COn2nnc3ccccc32)c(COn2nnc3ccccc32)c1	2	4	-3	-0.1	4	2	1	8	1
COc1cc(C(=O)NCCC2=CCCCC2)ccc1OCc1c(C)noc1C	0	-6	-4	.	4	5	.	0	4
CCc1nnc(NC(=O)C2CCCN2C(=O)Nc2ccc(Cl)cc2)s1 (stereo not given)	-3	-2	-1	-2.3	5	3	4	4	0
COCCNC(=S)N1CCC(NC(=O)Nc2ccc(C)cc2)CC1	7	-2	1	0.6	-7	-7	-1	-10	-2
O=C(c1cccc([N+](=O)[O-])c1)N1CCCC(C(=O)N2CCN(c3ccccc3)CC2)C1 (stereo not given)	1	10	-2	-0.1	-6	0	1	1	5
CC1(C)CC(=O)C=C(Nc2ccc(C(=O)O)cc2)C1	-1	-3	-1	-4.1	6	7	-3	-3	-1
Cc1ccc(S(=O)(=O)C2C(=O)N(C)C3(C)CC2c2ccccc2O3)cc1C (stereo not given)	1	-6	2	-0.2	-10	-2	9	4	-1
Cc1ccc(-c2ccc(C(=O)NCc3ccc(Cl)cc3)o2)c2ccccc12	4	-19	23	-2.1	0	1	-16	-6	1
CSc1nnc2c(n1)OC(C)N(C(=O)c1ccccc1)c1ccccc1-2 (stereo not given)	2	-1	10	0.9	12	0	6	2	1
O=C(OCC(=O)N1CCCc2ccccc21)c1ccc(F)c(S(=O)(=O)N2CCOCC2)c1	7	5	-2	-0.6	2	-1	2	-7	-6
O=C(NCCCCNC(=O)c1ccc(Cl)s1)c1ccc(Cl)s1	4	-9	7	-1.6	-5	-4	0	0	5

Source: PubChem
